Assay outcomes deposited in PubChem BioAssay by Sanford-Burnham Center for Chemical Genomics.
tim23-1 inh: growth inhibitors of tim23-1 mutant yeast; S. cerevisiae tim23-1 growth, BacTiter-Glo luminescence, 24 h; hit rate 1.3% among 330,000; inhibition, % at 20 µM;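 active = growth inhibition of the mutant yeast at or above 50%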;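 note: temperature-sensitive mutant grown at 25 °C; plate controls were DMSO-treated mutant yeast for no effect and medium wells lacking yeast for full effect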
tim10-1 inh: tim10-1 yeast growth inhibition; S. cerevisiae tim10-1 ts strain growth, BacTiter-Glo, 24 h; inhibition, % at 20 µM; hit rate 2.2% among 330,000; AID 463190;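 active = inhibition of at least 40%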;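 note: mutant grown at 25 °C; 0% = DMSO wells with yeast and 100% = wells holding no yeast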
TIM10 inh: growth inhibitors of TIM10 yeast strain; S. cerevisiae TIM10 strain growth, BacTiter-Glo luminescence, 24 h; inhibition, % at 10 µM; hit rate 1.4% among 330,000;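 active = inhibition of 40% or more at the single tested concentration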;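 note: wild-type TIM10 isogenic control strain grown at permissive 25 °C; 0% = DMSO yeast wells and 100% = minimal medium wells without yeast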
CHOP UPR activ: activators of apoptotic arm of unfolded protein response (CHOP); CHO-CHOP luciferase reporter, UPR activation, luminescence; percent of tunicamycin response over DMSO baseline; activation, % at 10 µM; hit rate 0.34% among 330,000;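 active = at 10 µM dose, activation of 40% or more, normalized to positive control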;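 note: 100% = tunicamycin at 10 µg/mL and 0% = DMSO alone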
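measured by = luciferase luminescence | assay system = CHO-CHOP cells, stable luciferase reporter of PERK-eIF2a-CHOP signalling | amount = 500 reporter cells seeded per well | timing = 6 h compound exposure at 37 °C after overnight seeding | controls = positive tunicamycin 10 µg/mL, negative DMSO alone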
APJ antagonist: APJ receptor antagonism; P35414; hit rate 0.32% among 330,000; inhibition, % at 20 µM; AID 2521; CHO-K1 APJ beta-arrestin complementation, luminescence;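 active = inhibition above about 40% at 20 µM, limit read from the data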;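 note: cells challenged with 10 nM apelin-13 agonist together with compound; plate controls were apelin-13 plus DMSO wells for no effect and DMSO wells lacking apelin-13 for full effect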
CXCR6 block: blocks human CXCR6 beta-arrestin recruitment; O00574; CHO-K1 PathHunter CXCR6 beta-arrestin, luminescence; inhibition, % at 20 µM; hit rate 0.36% among 360,000; AID 602244; in the data active = inhibition above about 34%, passing the limit was not always enough;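 note: antagonist mode with CXCL16 agonist at 10 nM final; 0% = 10 nM CXCL16 with DMSO and 100% = unstimulated wells without agonist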
APJ agonist: agonists of human APJ apelin receptor; P35414; CHO-K1 APJ PathHunter beta-arrestin, luminescence; 0% DMSO wells, 100% apelin; activation, % at 20 µM; hit rate 0.11% among 330,000;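 active = activation more than six SD over the plate average, tested at 20 µM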;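 note: 0% = DMSO alone and 100% = apelin-13 at 10 nM; some results filed as inactive read as strong as hits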
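Assay system: CHO-K1 cells stably expressing ProLink-tagged human APJ and arrestin–beta-gal acceptor. Compound dosing: 20 µM single point, 1% DMSO. Times: 16-18 h seeding, 90 min dark compound exposure, 60 min detection. Detection: beta-gal luminescence. Evaluation: APJ–arrestin association signal. Controls: negative DMSO alone, positive Apelin-13 at 10 nM.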
UPR XBP1 act: activators of adaptive arm of unfolded protein response (XBP1) | CHO-XBP1 luciferase reporter, IRE1-XBP1 UPR activation, luminescence; percent of tunicamycin response, DMSO as zero | activation, % at 20 µM | hit rate 0.33% among 330,000;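 active = versus positive control, 20 µM dose yields 30% or more activation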;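 note: 100% = tunicamycin at 10 µg/mL and 0% = DMSO only wells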
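Signal: luciferase luminescence; Assay system: CHO-XBP1 luciferase reporter cells; Amount: one thousand reporter cells per well; Dosing: 20 µM single concentration, DMSO 1%; Benchmarks: high control tunicamycin 10 µg/mL final, low control DMSO vehicle only; Schedule: 6 h compound exposure at 37 °C, 5% CO2; Evaluation: percent activation relative to tunicamycin reference.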
Mdm2-MdmX inh: disrupts the human Mdm2-MdmX interaction | SaOS-2 split-luciferase Mdm2/MdmX complementation, luminescence | inhibition, % at 8 µM | hit rate 3% among 330,000;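 active = inhibition of at least 50% at 8 µM in the primary screen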
Target sequence (O15151 whole entry, looked up): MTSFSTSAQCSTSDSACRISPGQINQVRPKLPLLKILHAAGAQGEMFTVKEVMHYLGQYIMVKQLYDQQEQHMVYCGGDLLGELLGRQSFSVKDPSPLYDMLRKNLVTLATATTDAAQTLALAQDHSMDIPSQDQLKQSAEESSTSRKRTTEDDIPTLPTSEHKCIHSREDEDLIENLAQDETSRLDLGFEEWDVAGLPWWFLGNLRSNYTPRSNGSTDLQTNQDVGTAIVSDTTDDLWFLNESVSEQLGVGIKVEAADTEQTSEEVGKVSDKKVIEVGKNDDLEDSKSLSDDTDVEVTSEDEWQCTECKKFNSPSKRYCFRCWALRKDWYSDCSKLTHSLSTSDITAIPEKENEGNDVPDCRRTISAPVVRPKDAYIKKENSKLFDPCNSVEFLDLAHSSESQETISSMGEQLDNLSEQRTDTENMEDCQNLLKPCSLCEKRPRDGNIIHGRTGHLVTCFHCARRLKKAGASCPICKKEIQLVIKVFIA
Target sequence (Q00987 whole entry, looked up): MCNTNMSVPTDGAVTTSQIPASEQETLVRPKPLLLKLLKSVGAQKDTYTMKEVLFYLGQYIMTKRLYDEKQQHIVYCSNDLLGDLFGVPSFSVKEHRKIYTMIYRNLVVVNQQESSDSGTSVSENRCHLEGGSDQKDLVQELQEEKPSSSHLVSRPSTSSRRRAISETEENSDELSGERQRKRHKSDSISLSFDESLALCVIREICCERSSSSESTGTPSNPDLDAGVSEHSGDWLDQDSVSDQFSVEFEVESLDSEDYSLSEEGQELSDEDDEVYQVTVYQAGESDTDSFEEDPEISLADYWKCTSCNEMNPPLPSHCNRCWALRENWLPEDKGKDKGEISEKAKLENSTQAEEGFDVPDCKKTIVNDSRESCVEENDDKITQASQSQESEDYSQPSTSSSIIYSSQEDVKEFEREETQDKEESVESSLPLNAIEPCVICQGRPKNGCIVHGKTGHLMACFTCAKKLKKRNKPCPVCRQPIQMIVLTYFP
An asterisk follows results filed as active; . = no result given. The list is partial (hit frequency here may not be typical).

compound	tim10-1 inh	CXCR6 block	APJ antagonist	CHOP UPR activ	UPR XBP1 act	tim23-1 inh	APJ agonist	Mdm2-MdmX inh	TIM10 inh
CC(=O)c1cccc(NC(=O)/C(=C/c2ccco2)NC(=O)c2ccco2)c1	7	0	-24	1.4	-3	11	-3	3	-4
CN(C)c1ccc(P(=O)(COc2ccc([N+](=O)[O-])cc2)c2ccc(N(C)C)cc2)cc1	-2	14	8	1.5	-4	19	-3	4	11
CC(C)N1CCC(n2nccc2NC(=O)c2ccc3c(c2)OCO3)CC1	4	-1	1	-0.2	-6	19	3	-6	20
CC(OC(=O)CCCN=C1NS(=O)(=O)c2ccccc21)C(=O)N(C)c1ccccc1 (stereo unspecified)	-7	-6	15	-1.9	-2	6	-6	21	2
CC(C)(C#CCN1CCCCC1)OCCOC(c1ccccc1)c1ccccc1	16	-4	1	0.2	-3	32	-2	-13	28
COc1ccc2cc1Oc1ccc(cc1)CC1c3c(cc(OC)c4c3Oc3cc5c(cc3O4)CCNC5C2)CCN1C (stereo unspecified)	-18	16	6	41*	52*	-23	-1	100*	-14
CCOn1c(=O)c(-c2ccccc2)[n+]([O-])c2ccccc21	35	-9	7	-1.5	-2	31	-1	28	29
FC(F)(F)c1cc(NC2CCCCC2)ccn1	7	1	13	-1.5	-1	34	-3	29	20
Cc1nc2c(C(=O)NCc3ccccc3)c[nH]n2c(=O)c1Cl	4	3	11	1.1	0	1	-3	15	2
CCC(=O)Nc1ccc(Cl)c(NC(=O)c2ccc(Br)o2)c1	-8	-8	11	-1.4	-5	21	-4	16	9
Cn1c(N)c(Sc2ccc([N+](=O)[O-])cc2)c(=O)n(C)c1=O	-8	-7	16	-1.7	4	-4	-4	23	-7
O=C(NC(=S)Nc1ccc(Br)c(Cl)c1)C1CC1	43*	15	1	0.9	-2	62*	-4	17	25
Cc1ccc(-n2ncc(-c3nnc(SCC(=O)NC4CCCC4)o3)c2N)cc1C	15	-2	1	1.2	-1	12	1	22	4
CCCOc1ccc(C(=O)NNC(=S)NC(=O)c2cc(-c3ccccc3)nc3ccccc23)cc1	45*	10	3	3.9	15	10	-5	26	33
CN(C)CCNS(=O)(=O)c1ccc(N2CCc3ccccc32)c([N+](=O)[O-])c1	-25	2	26	0.0	-1	10	-2	8	12

Next part
compound	tim10-1 inh	CXCR6 block	APJ antagonist	CHOP UPR activ	UPR XBP1 act	tim23-1 inh	APJ agonist	Mdm2-MdmX inh	TIM10 inh
CCOc1ccc2oc(-c3ccccc3)c(C(=O)O)c2c1	15	5	-2	0.6	-3	19	-1	8	16
COc1cccc(CC2(CO)CCCN(C/C=C/c3ccccc3OC)C2)c1 (stereo unspecified)	20	2	13	-1.9	4	14	-5	18	16
COc1ccc(CCC2(C)NC(=O)NC2=O)cc1 (stereo unspecified)	10	-2	0	-0.2	0	20	2	-7	2
O=C(CNC(=O)c1ccc(Cl)cc1Cl)Nc1ccc(F)cc1	-21	-9	-4	0.0	-2	7	-3	-14	-10
O=C(O)c1cc(N/N=C/c2c(O)ccc3ccccc23)ccc1Cl	19	-7	1	6.3	-3	21	-3	-71	-7
COc1ccc(CNC(=O)/C(C#N)=C2\N=C(NC(=O)c3cccs3)c3ccccc32)cc1	16	-4	-3	-0.1	-5	28	0	-8	12
COC(=O)c1cc(CNC(=O)c2sccc2-c2ccccc2)ccc1OC	-8	6	-22	-0.1	-3	5	-7	20	-18
CCC(CC)COC(=O)C1=C(C)NC(=O)NC1c1cc(OC)ccc1OC (stereo unspecified)	1	11	13	-3.0	-2	13	-3	3	14
CCOc1ccc(NC(=O)CSc2nnnn2C2CCCC2)cc1	-13	0	18	0.7	2	9	-1	-20	19
CC(=O)Nc1nc2cc(N)ccc2s1	6	-5	-17	0.3	1	7	2	-16	-6
O=C(Nc1ccc(-c2cn3ccsc3n2)cc1)C1CC1	17	-4	9	3.3	3	9	14	-93	57*
CC1CCCCC1NC(=O)CN1c2cccc3cccc(c23)S1(=O)=O (stereo unspecified)	3	0	-17	0.5	-4	1	-3	-9	-4
C/C(=N\Nc1nncc2ccccc12)c1ccc(O)cc1	13	-4	6	3.7	-6	6	-3	-175	-12
O=C(O)CCC(=O)OCCCc1cc2ccccc2c(=O)o1	17	8	7	-0.4	-2	11	-2	-18	0
CCN(Cc1ccccc1)c1c(C(=O)O)cnc2c1cnn2C	-7	4	-4	-0.4	-4	7	-3	2	-5

(continued)
compound	tim10-1 inh	CXCR6 block	APJ antagonist	CHOP UPR activ	UPR XBP1 act	tim23-1 inh	APJ agonist	Mdm2-MdmX inh	TIM10 inh
Cc1nnsc1NC(=O)OCc1ccc(Cl)cc1Cl	26	-20	1	0.3	0	37	0	16	37
COc1ccc2[nH]c(C)c(CCN3C(=O)C4CC=CCC4C3=O)c2c1 (stereo unspecified)	15	-3	-38	0.5	-2	11	-2	2	0
CCc1noc(C)c1C(=O)Nc1cc(S(=O)(=O)N(CC)CC)ccc1N1CCCC1	-7	2	28	-2.3	-1	8	-5	-2	0
Cn1c(=O)n(-c2cccc(Cl)c2)c(=O)n1C	3	1	-2	-0.1	1	7	-4	0	-10
O=C(NCCc1nccs1)C1CCC(=O)N(CCc2ccc(Cl)cc2)C1 (stereo unspecified)	3	1	8	-0.6	-2	9	-2	-3	-1
CCn1c(SCC(=O)Nc2cccc(F)c2)nc2c(c1=O)SC(C)C2 (stereo unspecified)	1	7	-33	-1.3	-2	-2	-2	14	-4
COc1ccc2nc(C)cc(N/N=C/c3cccc(OC)c3O)c2c1	-5	-23	-18	11	10	2	8	100*	-7
CN(C)C(CNC(=O)c1ccc2[nH]c(=O)c(=O)[nH]c2c1)c1ccco1 (stereo unspecified)	-1	5	-12	0.9	2	-1	-1	4	2
CC(c1nccs1)N(C)C(=O)c1cn(Cc2cccc3ccccc23)nn1 (stereo unspecified)	15	2	14	2.7	-1	21	0	-75	-12
COc1cccc(/C=C/C(=O)N2CC(C)OC(C)C2)c1OC (stereo unspecified)	7	3	-9	1.4	6	8	-3	4	-10
CCC1S/C(=C(\C#N)C(N)=O)N(c2ccc(F)cc2)C1=O (stereo unspecified)	5	2	-3	0.3	5	8	-2	-15	10
Cc1cccc(Nc2nc(NCC3CCCO3)nc(N)c2[N+](=O)[O-])c1 (stereo unspecified)	6	3	10	1.2	1	19	2	11	3
COc1ccc2cc(C(=O)Nc3ccccc3)sc(=O)c2c1OC	4	3	11	3.3	2	2	0	-7	-8
Cc1ccc(NC(=O)C(c2ccccc2)N2CCN(CC(=O)N3CCOCC3)CC2)cc1 (stereo unspecified)	11	-3	-4	3.3	0	8	-3	-5	1
COC(=O)c1sc2ccccc2c1-n1cccc1C(=O)C(=O)Nc1ccc(C)cc1	21	-3	-9	-2.7	-2	21	-1	13	7

Copied from above, two compounds:
compound	tim10-1 inh	CXCR6 block	APJ antagonist	CHOP UPR activ	UPR XBP1 act	tim23-1 inh	APJ agonist	Mdm2-MdmX inh	TIM10 inh
Cc1ccc(NC(=O)C(c2ccccc2)N2CCN(CC(=O)N3CCOCC3)CC2)cc1 (stereo unspecified)	11	-3	-4	3.3	0	8	-3	-5	1
COC(=O)c1sc2ccccc2c1-n1cccc1C(=O)C(=O)Nc1ccc(C)cc1	21	-3	-9	-2.7	-2	21	-1	13	7

Additional structures follow.
compound	tim10-1 inh	CXCR6 block	APJ antagonist	CHOP UPR activ	UPR XBP1 act	tim23-1 inh	APJ agonist	Mdm2-MdmX inh	TIM10 inh
O=C(CSc1nc2nn(-c3ccccc3)c(=O)c-2c2n1CCCCC2)Nc1ccc(OC(F)F)cc1	4	17	26	1.8	-4	6	-8	23	2
O=C(Nc1ccccc1)Nc1ccccc1Br	7	-6	-24	2.2	0	15	0	-23	-29
COc1cccc(NC(=O)CN(C)C(=O)c2c(C)nn(-c3ccccc3)c2Cl)c1	12	3	18	1.1	0	12	-2	7	-2
Cc1occc1C(=O)N/N=C/c1cccc2ccccc12	-14	-4	13	6.7	9	-7	2	-96	10
Cc1ccc(NC(=S)N2CCC(NC(=O)c3cccc(F)c3)CC2)cc1	-4	-6	3	-1.5	-3	0	-3	-7	-7
CCOc1cc(S(=O)(=O)NCCc2cccc(C)c2)c(OCC)cc1-n1cnnn1	16	-10	10	4.3	-4	13	-1	-1	9
O=C(CCS(=O)(=O)c1ccccc1)NNC(=O)COc1ccc(F)cc1	-11	5	-8	-0.7	0	8	-2	27	4
COc1cccc(-c2nc(=S)c3c(o2)CCCC3)c1	21	4	9	1.2	-2	20	-2	-212	6
CCCN1CCN(C(=O)c2ccc(CS(=O)c3ccc(F)cc3)o2)CC1 (stereo unspecified)	8	-5	0	2.5	-6	1	10	-4	-5
O=C(NC(=S)Nn1cnnc1)c1ccccc1Br	-5	16	12	-0.3	2	13	-1	5	-5
CCCCOc1ccc(N(CC(=O)NCc2ccco2)C(=O)CCC(=O)Nc2nccs2)cc1	-8	-3	11	1.8	-3	3	-1	41	1
Cc1ccc(C)c(-c2nc3ccc(N)cc3[nH]2)c1	-7	-6	10	1.8	1	0	0	20	21
Cc1cccc(N(CC(=O)NCCSc2nc3ccccc3s2)S(=O)(=O)c2ccccc2)c1	0	.	3	1.6	-1	0	-1	23	-2
COc1ccccc1NS(=O)(=O)c1cc(NC(=O)C(C)C)ccc1N1CCCCC1	38	9	17	1.5	-2	33	-1	15	36
COc1ccccc1NS(=O)(=O)c1cccc(C(=O)NNC(=O)c2ccc(NC(C)=O)cc2)c1	-4	-3	12	1.3	0	1	-2	-1	7

Following part.
compound	tim10-1 inh	CXCR6 block	APJ antagonist	CHOP UPR activ	UPR XBP1 act	tim23-1 inh	APJ agonist	Mdm2-MdmX inh	TIM10 inh
Cc1nn(C(C)C(=O)NCc2ccc(Cl)cc2)c(=O)c2cc3occc3n12 (stereo unspecified)	18	-4	6	-0.7	-8	1	-3	12	-36
NC(=O)c1ccsc1NC(=O)c1ccc(S(=O)(=O)N2CCCCC2)cc1	9	-4	0	7.0	2	18	-1	19	15
COC(=O)/C=C1\N/C(=N/c2nc(C)c3cc(OC)ccc3n2)NC1=O	6	3	21	-7.9	-6	3	-5	16	22
COc1ccc(C(C)=O)cc1CSc1nc2cc(C(=O)O)ccc2c(=O)n1Cc1ccccc1	25	0	7	3.1	2	11	0	-11	16
C(=C\c1ccccc1)/CSc1nnc(-c2cccnc2)o1	21	-9	-9	-2.9	0	26	-5	8	-4
CC1(C)Cc2c(cnn2-c2ccc(F)cc2)C(NC(=O)CN2CCCC2=O)C1 (stereo unspecified)	19	-1	9	1.9	-5	14	-5	7	3
CCc1c(C)sc(NC(=S)N2CCN(CC)CC2)c1C(=O)OC	27	-2	-26	-0.4	4	25	-4	29	28
COc1cc(C2SCCS2)cc(Br)c1Oc1ncccc1[N+](=O)[O-]	20	1	11	-0.1	-3	22	2	13	25
Cc1ccc2nc3n(c(=O)c2c1)-c1ccc(Cl)cc1C(=O)NC3Cc1ccccc1 (stereo unspecified)	21	.	10	1.0	3	21	-2	25	8
Cc1cccc(N2C(=S)NC3c4cc(Cl)ccc4OC2(C)C3C(=O)N(C)C)c1 (stereo unspecified)	14	8	1	-0.5	3	16	-3	8	-5
